BAZ2B block: blocks human BAZ2B | Q9UIF8 | AlphaScreen BAZ2B-H3K14Ac peptide displacement | Potency, µM (series often up to 114 µM), inactives show top-dose activity change, negative = inhibition, hits mostly inhibitors | 360,000 tested, 4.4% active; further: potency means the concentration at half of the fitted maximal effect; on the % scale 0 is the no-effect control and ±100 the full control effect; nearly all actives have a fitted effect of over 60% in size
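AlphaScreen displacement: compounds (up to 110uM) incubated 30 min at room temperature with a preformed 50 nM BAZ2B/50 nM biotinylated H3K14Ac peptide complex in PBS pH 7.4 with Tween-20. Donor and acceptor beads at 10 ug/mL final added, 20 min light-protected before reading.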
GLS inh: inhibitors of human glutaminase (GLS); GLS enzymatic activity, qHTS titration; Potency, µM (series often up to 45.5 µM), inactives show at the highest dose activity change, negative = inhibition, usual class: inhibitors; O94925; 410,000 tested, 0.21% active; further: potency means the concentration at half of the fitted maximal effect; on the % scale 0 is the no-effect control and ±100 the full control effect
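Coupled fluorescence readout: glutamate oxidase/HRP/Amplex Red detect glutamate formed by hKGA from L-glutamine (1 mM solution added). Buffer 45 mM KH2PO4 pH 8.2, 0.02% Tween-20; reads at t0 and 30 min RT.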
Pin1 inhibitor: human Pin1 inhibition. Q13526. Potency, µM (titrated, usually from 115 µM), inactives show at the highest dose activity, negative = inhibition, actives largely listed as inhibitors. Pin1 FP peptide displacement, HiFluor488, 10 min. 390,000 tested, 0.009% active; active means well fitted inhibition curve with a large enough effect in the polarisation, with a control signal flat, not every such curve was filed as active; inconclusive means small, poorly fitted or top-dose-only effect, or effect the other way, or a change in a side signal; inactive means no such curve, though single readings can be large or run the other way; the % refers to the polarisation; further: potency means the concentration at half of the fitted maximal effect; on the % scale 0 is the no-effect control and ±100 the full control effect
POLH inh: inhibitors of human DNA polymerase eta; Potency, µM (highest dose often 114 µM), inactives show at the top dose activity change, negative = inhibition, actives largely listed as inhibitors; recombinant Pol eta, fluorescent DNA replication assay; 390,000 tested, 1.2% active; Q9Y253; further: potency means the concentration at half of the fitted maximal effect; on the % scale 0 is the no-effect control and ±100 the full control effect
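Fluorescent replication assay: 50 nM final substrate added after a 15 min room-temperature compound preincubation with 10 nM enzyme. Signal taken at 0 min and again at 10 min.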
PI4K2A block: blocks human PI4K2A kinase activity; Q9BTU6; AID 1346378; activity change, negative = inhibition, % at 76.9 µM; 420,000 tested, 0.13% active; purified PI4K2A, ADP-Glo luminescence, 1 h; active compounds read low; in the data active means activity change below about -50%; inconclusive means mostly about -30% to -49%;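 further: -100% = wells without enzyme as full effect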
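ADP-Glo luminescence measured ADP generated by PI4K2A enzyme (4 ug/mL before mixing) with 1.2 mM PI substrate (pre-mix) and 300 microM ATP (pre-mix). Tris pH7.5 buffer with MgCl2, Triton X-100; 1 h reaction at ambient temperature.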
G9a inh: G9a (human) methyltransferase inhibition; 350,000 tested, 8.8% active; G9a H3K9 monomethylation, AlphaScreen, 2 h; Q96KQ7; AID 504332; Potency, µM (doses to about 102 µM), inactives show top-dose activity, negative = inhibition, actives largely listed as inhibitors; further: potency means the concentration at half of the fitted maximal effect; on the % scale 0 is the no-effect control and ±100 the full control effect; nearly all actives have a fitted effect of over 75% in size
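Readings reflect AlphaScreen signal from monomethyl-H3K9 antibody detection. HMT at 20 nM; substrate b-H3K9 500 nM; cofactor SAM 20 uM; 2 h RT reaction; compounds tested as titrations in qHTS with 15 min preincubation.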
HP1b binding inh: inhibitors of HP1-beta chromodomain binding to methylated histone tails; P83916; Potency, µM (highest dose often 114 µM), without a hit: top-dose activity change, negative = inhibition, actives largely listed as inhibitors; 390,000 tested, 0.56% active; AlphaScreen HP1-beta / biotin-H3K9me3 peptide binding; further: potency means the concentration at half of the fitted maximal effect; nearly all actives have a fitted effect of over 70% in size; inactives centre near 23
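Compound inhibition of the preformed complex between 50 nM HP1-beta and 50 nM biotinylated H3K9me3 peptide was read by AlphaScreen. Buffer was PBS pH 7.4 with 0.01% Tween-20. Incubations ran 30 min at room temperature, with 10 ug/mL donor/acceptor beads.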
JMJD2A Tudor: blocks the human JMJD2A Tudor domain; AlphaScreen JMJD2A-Tudor / H3K4me3 peptide binding; 390,000 tested, 4.4% active; Potency, µM (highest dose often 114 µM), for the others: at the highest dose activity change, negative = inhibition, hits mostly inhibitors; further: potency means the concentration at half of the fitted maximal effect; on the % scale 0 is the no-effect control and ±100 the full control effect; nearly all actives have a fitted effect of over 50% in size
Target sequence (O75164 whole entry, looked up, the tested form may be a part): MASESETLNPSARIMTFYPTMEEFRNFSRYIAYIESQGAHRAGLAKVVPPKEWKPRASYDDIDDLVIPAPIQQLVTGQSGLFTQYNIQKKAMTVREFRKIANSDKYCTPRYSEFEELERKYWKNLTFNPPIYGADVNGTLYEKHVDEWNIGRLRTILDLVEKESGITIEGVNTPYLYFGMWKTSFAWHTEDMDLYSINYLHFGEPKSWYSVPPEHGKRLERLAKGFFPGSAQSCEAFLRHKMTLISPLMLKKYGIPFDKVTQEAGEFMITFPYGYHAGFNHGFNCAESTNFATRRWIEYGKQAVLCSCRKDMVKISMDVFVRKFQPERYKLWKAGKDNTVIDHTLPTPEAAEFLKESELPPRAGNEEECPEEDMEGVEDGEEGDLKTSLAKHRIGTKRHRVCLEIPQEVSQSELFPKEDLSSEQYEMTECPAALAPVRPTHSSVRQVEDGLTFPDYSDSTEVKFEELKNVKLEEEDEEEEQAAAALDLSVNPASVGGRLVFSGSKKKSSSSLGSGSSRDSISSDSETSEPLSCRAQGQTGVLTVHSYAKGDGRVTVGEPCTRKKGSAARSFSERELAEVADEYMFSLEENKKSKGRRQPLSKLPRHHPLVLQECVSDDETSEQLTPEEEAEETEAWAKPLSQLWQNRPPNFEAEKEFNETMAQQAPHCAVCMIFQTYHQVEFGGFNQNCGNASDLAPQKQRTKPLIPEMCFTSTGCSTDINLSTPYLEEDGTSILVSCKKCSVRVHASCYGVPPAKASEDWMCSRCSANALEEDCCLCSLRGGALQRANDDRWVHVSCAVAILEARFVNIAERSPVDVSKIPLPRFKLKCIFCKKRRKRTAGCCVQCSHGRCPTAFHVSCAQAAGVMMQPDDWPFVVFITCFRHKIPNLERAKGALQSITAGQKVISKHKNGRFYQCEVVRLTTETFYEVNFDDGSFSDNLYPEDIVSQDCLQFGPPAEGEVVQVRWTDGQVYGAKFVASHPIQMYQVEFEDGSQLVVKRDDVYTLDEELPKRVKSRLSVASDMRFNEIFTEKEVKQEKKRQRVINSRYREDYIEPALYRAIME
Tb PGK inh: T. brucei PGK inhibition | P07378 | PGK/GAPDH coupled, Kinase-Glo luminescence, 60 min | Potency, µM (doses to about 57.5 µM), without a hit: at the top dose activity change, negative = inhibition, usual class: inhibitors | 380,000 tested, 0.043% active; further: potency means the concentration at half of the fitted maximal effect; on the % scale 0 is the no-effect control and ±100 the full control effect; nearly all actives have a fitted effect of over 60% in size
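Luminescent ATP detection (Kinase-Glo Plus) follows a 60-minute room-temperature incubation, with wells lacking PGK as controls. Buffer: 100 mM TEA (pH 7.6), 5 mM MgCl2, 0.01% Tween-20. Coupling enzyme GAPDH (100 nM final) supplies unstable 1,3-BPG in-well.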
An asterisk follows results filed as active; i = inactive; ? = inconclusive; . = not tested or not shown; [ ] = dose if it differs, or a comment. Unless noted, the call rests on the fitted dose curve; in most records, active means well fitted curve in the direction sought with a large enough effect; inconclusive means small, poorly fitted or top-dose-only effect, or another doubt; inactive means no such curve, though single readings can be large; an effect the other way counts as inactive or inconclusive.

no.	Structure	BAZ2B block	GLS inh	Pin1 inhibitor	POLH inh	PI4K2A block	G9a inh	HP1b binding inh	JMJD2A Tudor	Tb PGK inh
1	COCCn1c(=O)[nH]c2cc(C(=O)N3CCN(Cc4ccc5c(c4)OCO5)CC3)ccc2c1=O	.	0%	-1%	-25%	1	.	33%	-8%	9%
2	O=C(COC(=O)c1cccc(F)c1)NC(=O)NCc1ccccc1	.	-16%	1%	-12%	7	.	39%[activator]	-7%	i
3	COc1ccc(S(=O)(=O)NCCS(=O)(=O)N2CCN(c3ccccc3)CC2)cc1OC	-9%	3%	-4%	-10%	0	-13%[59 µM]	23%[57 µM]	-18%	-2%
4	COc1ccc(C2(C)NC(=O)N(CC(=O)Nc3ccc4c(c3)CCC4)C2=O)cc1OC (stereo not given)	-2%	3%	-1%	-10%	-23	-4%[2.33 µM]	12%	-29%	-6%
5	CCc1ccc(NC(=O)CN(c2ccc(Cl)cc2)S(=O)(=O)c2ccsc2C(=O)OC)cc1	?	-11%	18%	-26%	1	1%[59 µM]	72%[activator]	-15%	0%
6	CCOC(=O)N1CCC(N2C(=O)c3ccccc3C2Nc2ccc(S(=O)(=O)N3CCOCC3)cc2)CC1 (stereo not given)	1%	-1%	-1%	-24%	0	45µM*	40%[activator]	-7%	6%
7	Cc1cnn(Cc2ccccc2)c1N	-2%	-16%	7%	3%	-4	25%[12.7 µM]	15%	-8%	0%
8	COc1cc(C(=O)N2CCc3c([nH]c4ccccc34)C2c2ccc(F)cc2)cc(OC)c1OC (stereo not given)	-13%	4%	8%	-25%	-4	?	7%[57 µM]	?	-9%
9	CCC(C(=O)NCCc1cc(OC)ccc1OC)n1nc(C)c2c(C)n(-c3ccccc3)nc2c1=O (stereo not given)	-21%	1%	2%	1%	-1	0%[59 µM]	23%	-9%	-2%
10	CCCn1c(C(O)c2cc(OC)c(OC)c(OC)c2)nc2ccccc21 (stereo not given)	?	7%	0%	-7%	-3	.	12%	-13%	3%
11	C[C@H](NC(=O)N1CCn2c1nc1ccccc12)C(=O)NCc1ccco1	?	-8%	4%	-8%	-4	10%	45%[activator]	-8%	8%
12	CCOC(=O)C1=C(N)Oc2cc(C)[nH]c(=O)c2C1c1ccncc1 (stereo not given)	-8%	10%	-4%	2%	-11	10%	21%	-12%	-10%
13	O=c1[nH]c(=O)n(C2CC(O)C(CO)O2)cc1I (stereo not given)	.	2%	1%	-19%	-2	.	35%	-8%	i
14	CNC(=O)[C@@H]1C[C@H]1[C@@H](NC(=O)CNC(=O)OCc1ccccc1)c1ccccc1	.	-1%	-2%	-3%	1	.	37%[activator]	-13%	0%
15	O=C1CC(N2CCN(c3ccccc3)CC2)C(=O)N1c1ccc2c(c1)OCCO2 (stereo not given)	-1%	39%[activator]	-1%	-6%	3	-40%[59 µM]	37%[activator]	-3%	-8%

With a hit mark in G9a inh, of those listed so far:
no.	Structure	BAZ2B block	GLS inh	Pin1 inhibitor	POLH inh	PI4K2A block	G9a inh	HP1b binding inh	JMJD2A Tudor	Tb PGK inh
6	CCOC(=O)N1CCC(N2C(=O)c3ccccc3C2Nc2ccc(S(=O)(=O)N3CCOCC3)cc2)CC1 (stereo not given)	1%	-1%	-1%	-24%	0	45µM*	40%[activator]	-7%	6%

(further entries)
no.	Structure	BAZ2B block	GLS inh	Pin1 inhibitor	POLH inh	PI4K2A block	G9a inh	HP1b binding inh	JMJD2A Tudor	Tb PGK inh
16	CC1(c2ccc(Cl)cc2)NC(=O)N(CC(=O)NCCC2=CCCCC2)C1=O (stereo not given)	0%	-3%	3%	-3%	-3	0.89µM*	54%[activator]	2%	-1%
17	CN(c1ccccc1)S(=O)(=O)c1cccc(C(=O)NCc2ccccc2CN2CCCC2)c1	-7%	5%	47%[activator]	-16%	2	11%[2.33 µM]	11%	-28%	1%
18	COC(=O)/C=C1/S/C(=N/NC(=O)c2ccccc2C)NC1=O	56µM*	24%	-10%	-15%	-5	2µM*	38%	?	10%
19	O=C(Cc1ccc(S(=O)(=O)N2CCOCC2)s1)NCCOc1ccccc1	-7%	4%	0%	-3%	1	-47%[0.501 µM]	4%	-24%	-2%
20	C/C(=N\NC(=O)c1cccc(S(=O)(=O)N2CCCC2)c1)c1ccccc1F	?	-4%	-2%	-14%	1	-5%	21%	-12%	i
21	CC(C)c1ccc(C2/C(=C(/O)c3ccccc3)C(=O)C(=O)N2CCCN2CCOCC2)cc1 (stereo not given)	?	0%	0%	-4%	-2	.	40%[activator]	-8%	-5%
22	O=C(CC1C(=O)NCCN1Cc1ccc(F)cc1Cl)NC1CCCCCCC1 (stereo not given)	-19%	0%	4%	-13%	7	45µM*	21%	-9%	5%
23	CC(C)Cc1nc(S(=O)(=O)c2ccc(Cl)cc2)c(N2CCOCC2)o1	0%	6%	?	0%	-1	?	-13%	-15%	-2%
24	CN(C)CCOC(=O)c1ccc2c(c1)S(=O)(=O)c1ccccc1C2=O	-35%	0%	4%	-21%	-3	-10%[12.7 µM]	28%	8%	i
25	COc1ccc(N2CCN(C(=O)CSc3nnc(NC(=O)C4CC4)s3)CC2)cc1	-11%	-9%	-4%	-26%	-2	?	6%	-11%	0%
26	CC(C)c1ccc(C(=O)Nc2ccc(-c3nc4ccccc4s3)c(Cl)c2)cc1	10%	0%	60%[activator]	-10%	1	22%[59 µM]	45%[activator]	19%	11%
27	CCOc1cc(/C=C2\SC(=NC)N(C)C2=O)c(Br)cc1OC(C)=O	?	2%	9%	-6%	-1	23%	40%[activator]	-4%	i
28	Cc1c(C2=CCN(S(=O)(=O)c3ccc(Cl)cc3)CC2)c2ccccc2n1CC(=O)N1CCCC1	?	-14%	2%	4%	-2	-5%[59 µM]	13%	-25%	i
29	Cc1c(NC(=S)N2CCN(c3ccc(F)cc3)CC2)c(=O)n(-c2ccccc2)n1C	-23%	24%	-2%	-4%	-2	31%[12.7 µM]	28%	-3%	7%
30	NC(=O)C1CCN(c2ncnc3c2c(-c2ccccc2)cn3-c2ccccc2)CC1	?	23%	8%	-24%	3	50µM*	48%	?	-10%

Three of the entries above in order of their number in PI4K2A block, highest first:
# | SMILES | PI4K2A block
19 | O=C(Cc1ccc(S(=O)(=O)N2CCOCC2)s1)NCCOc1ccccc1 | 1
21 | CC(C)c1ccc(C2/C(=C(/O)c3ccccc3)C(=O)C(=O)N2CCCN2CCOCC2)cc1 (stereo not given) | -2
18 | COC(=O)/C=C1/S/C(=N/NC(=O)c2ccccc2C)NC1=O | -5

Compounds from the list above with a thiophene ring, fused or not (two):
no.	Structure	BAZ2B block	GLS inh	Pin1 inhibitor	POLH inh	PI4K2A block	G9a inh	HP1b binding inh	JMJD2A Tudor	Tb PGK inh
5	CCc1ccc(NC(=O)CN(c2ccc(Cl)cc2)S(=O)(=O)c2ccsc2C(=O)OC)cc1	?	-11%	18%	-26%	1	1%[59 µM]	72%[activator]	-15%	0%
19	O=C(Cc1ccc(S(=O)(=O)N2CCOCC2)s1)NCCOc1ccccc1	-7%	4%	0%	-3%	1	-47%[0.501 µM]	4%	-24%	-2%

(more compounds)
no.	Structure	BAZ2B block	GLS inh	Pin1 inhibitor	POLH inh	PI4K2A block	G9a inh	HP1b binding inh	JMJD2A Tudor	Tb PGK inh
31	Cc1cc(SCc2cc(=O)[nH]c3ccccc23)nc2ccccc12	-1%	8%	26%	8%	-4	7%[59 µM]	8%	-8%	-1%
32	CC1(OC(=O)CCc2ccccc2)C(=O)C=C2C=C(c3ccc(C#N)cc3)N(CC3CC3)C=C2C1=O (stereo not given)	-32%	-2%	-6%	6%	-10	-33%[59 µM]	-16%	-30%	-8%
33	CC1C(=O)N2CCCc3cc(NC(=O)C(=O)NCCCc4ccccc4)cc1c32 (stereo not given)	?	-1%	3%	-16%	-5	?	4%	-25%	-2%
34	CCCOc1ccc(C2C(C(=O)OC)=CN(CCOC)C=C2C(=O)OC)cc1	76%[activator]	7%	0%	-10%	6	78%[activator][59 µM]	110%[activator]	56%[activator]	-4%
35	CCCCCC(C)n1[nH]c(=O)c2c(C)cc(C)nc21 (stereo not given)	-5%	2%	3%	-19%	2	-46%	44%[activator]	-13%	i
36	Cc1ccc(-c2cc(C(=O)O)c3ccccc3n2)s1	4%	3%	-2%	3%	-6	-9%	34%	-4%	0%
37	O=C(c1ccco1)N1CCN(c2c(-c3ccccc3)c3cc(Cl)ccc3[nH]c2=O)CC1	10%	12%	6%	5%	1	?	12%	-17%	3%
38	CCN(CC(=O)Nc1c(F)cccc1F)C(=O)Cc1ccccc1	3%	0%	-2%	8%	0	27%	43%[activator]	0%	-9%
39	COc1cccc(/C=C/C(=O)Nc2ccc3[nH]c(=O)[nH]c3c2)c1	-23%	9%	?	-14%	4	-2%	11%	-18%	0%
40	CNC(=S)N(Cc1ccc(OC)cc1)Cc1cc2cc(C)ccc2[nH]c1=O	-20%	-4%	0%	-16%	-1	5%	55%[activator]	-22%	6%

Not all compounds are listed; rates above refer to the full screens.
